MKP-3 inhibition: inhibition of rat DUSP6 enzyme activity – biochemical, in vitro, primary screen (AID 425). recombinant MKP-3 phosphatase activity, fluorescence; higher % means a stronger effect. inhibition, % at 20 µM, or IC50 in µM where a hit was titrated. hit rate 0.17% among 110,000; in the data active = inhibition above about 50%;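 note: plate controls were vehicle for no effect and reference inhibitor for full effect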
Hsp70 inhibitors: Hsp70 inhibitors, probe displacement, primary screen, biochemical, fluorescence polarization (AID 583); Hsp70 fluorescence polarization probe displacement, mP; higher % means a stronger effect; hit rate 0.06% among 140,000; one-dose displacement, % at 20 µM; IC50 in µM for titrated hits; in the data active = displacement above about 50%;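 note: plate controls were vehicle for no effect and reference ligand for full effect; a part of the inactive calls stands beside numbers as strong as those of hits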
An asterisk follows results filed as active; . = no result given; & = joins results of further samples. An excerpt. The share of hits here may be higher or lower than overall.

SMILES	MKP-3 inhibition	Hsp70 inhibitors
c1ccc2cc(Sc3ncnc4c3oc3ccccc34)ccc2c1	.	-2.3%
CCCCSc1c(C)c2cc3c(cc2[nH]c1=O)OCO3	-3%	4.3%
CS(=O)(=O)NCCSCc1c(Cl)cccc1Cl	.	4.8%
CC1CCCN(C(=O)Cn2c(-c3nonc3N)nc3ccccc32)C1 (configuration not stated)	-8%	-2.1%
CC(=O)NC1=NC(=O)/C(=C/N2CCCCC2)S1	0%	2.9%
Cc1nn(Cc2ccc(F)cc2)c(C)c1NC(=O)c1noc2c1CCCCC2	4%	-2.2%
COC(=O)c1ccc(NC(=O)c2sc3nc(-c4ccccc4)cn3c2C)cc1	-20%	-6.0%
CCc1ccc(OCc2nnc(NC(=O)Nc3ccc(Cl)c(Cl)c3)s2)cc1	2%	-3.6%
Cc1cc(C)c(C)c(S(=O)(=O)Nc2ccccc2C(=O)NCCCn2ccnc2)c1C	4%	3.1%
C=CCN1C(=O)/C(=C\c2ccc(-c3ccc(Cl)c(Cl)c3)o2)SC1=S	2%	5.5%
Cc1ccc(C(=O)Nc2ccccc2C(=O)NC2CCCCCC2)cc1	1%	-3.3%
COc1ccccc1N1CCN(C(c2ccc(Cl)cc2)c2nnnn2C(C)(C)C)CC1 (configuration not stated)	-3%	-2.4%
COc1cc(C2C3C(=O)N(Cc4ccccc4)C(=O)C3ON2c2ccccc2)cc(OC)c1OC (configuration not stated)	-5%	-0.8%
Cc1cc(C)n(C2CCCCC2OC(=O)c2ccccc2F)n1 (configuration not stated)	.	7.2%
Cc1ccccc1OCC(=O)N1N=C(C(F)(F)F)CC1(O)C(C)(C)C (configuration not stated)	.	-2.3%
O=C(CSc1nnc(CN2CCOCC2)n1-c1ccccc1)Nc1ccc(Cl)cc1	-3%	-3.9%
Cc1ccc(S(=O)(=O)N2CCCC(C(=O)O)C2)s1 (configuration not stated)	4%	0.9%
CC(O)CCc1nc2ccc(C(=O)O)cc2[nH]1 (configuration not stated)	3%	-3.7%
O=C(COc1ccccc1[N+](=O)[O-])Nc1ccc(O)c(-c2nc3ccccc3s2)c1	5%	-7.0%
CCCNC(=O)NC(=O)CSc1ccc2c(c1)OCCO2	.	-0.4%
CCCCCC(=O)NC(NC(=S)NC1CCS(=O)(=O)C1)C(Cl)(Cl)Cl (configuration not stated)	.	-1.8%
CCOC(=O)c1ccccc1NC(=O)Cc1cccs1	-1%	-0.8%
CCOc1cc(/C=C2/SC(=S)N(C)C2=O)cc(Br)c1OCc1ccccc1Cl	1%	-4.0%
COc1ccc(OC)c(N2C(=O)CC(Cc3cc(C)cc(C)c3)C2=O)c1 (configuration not stated)	0%	-1.2%&0.7%
O=C(CCc1ccccc1)N1N=C(c2cccc([N+](=O)[O-])c2)CC1(O)C(F)(F)F (configuration not stated)	-2%	-1.5%
CCC(C)NS(=O)(=O)c1ccc(OCC(=O)N2CCCC2)cc1 (configuration not stated)	.	7.7%
CC(C)[C@H](NC(=O)Nc1cccc(C(F)(F)F)c1)C(=O)O	-13%	3.5%
O=C(Nc1ccc(F)cc1)c1sc2cc(C(F)(F)F)cnc2c1-c1cccs1	.	-3.3%
O=C(CCc1ccccc1)Nc1ccccc1F	-4%	5.7%&3.4%
CN(Cc1ccccc1)Cc1c[nH]c2ccccc12	-4%&1%	2.7%&-1.6%

Single entries from the list:
CC(O)CCc1nc2ccc(C(=O)O)cc2[nH]1 (configuration not stated) in Hsp70 inhibitors is entered as -3.7%
CCCCCC(=O)NC(NC(=S)NC1CCS(=O)(=O)C1)C(Cl)(Cl)Cl (configuration not stated) in Hsp70 inhibitors is entered as -1.8%
O=C(CCc1ccccc1)N1N=C(c2cccc([N+](=O)[O-])c2)CC1(O)C(F)(F)F (configuration not stated) in MKP-3 inhibition is entered as -2%
CCOC(=O)c1ccccc1NC(=O)Cc1cccs1 in Hsp70 inhibitors is entered as -0.8%
COc1ccc(OC)c(N2C(=O)CC(Cc3cc(C)cc(C)c3)C2=O)c1 (configuration not stated) in Hsp70 inhibitors is entered as -1.2%&0.7%

Next section
SMILES	MKP-3 inhibition	Hsp70 inhibitors
CC/C(C)=C1\SC(N2CCN(c3cccc(C(F)(F)F)c3)CC2)=NC1=O	.	2.7%
CCOC(=O)c1sc(C)c(C#N)c1N	0%	5.7%
COc1ccc(OC)c(/C=N/c2oc(-c3ccco3)c(-c3ccco3)c2C#N)c1	-2%	65%
NC(=O)c1ccccc1NC(=O)CCCCC(=O)Nc1ccccc1C(N)=O	-4%	3.5%
COc1ccc(C(=O)OCCN2C(=O)c3ccccc3C2=O)cc1	-18%	-0.7%
O=C1CS/C(=N/N=C/c2ccc(-c3ccc([N+](=O)[O-])cc3)o2)N1	0%	-33%
C=CCN(C(=O)Nc1ccc(F)cc1)C1CC(=O)N(c2ccc(OC)cc2)C1=O (configuration not stated)	-14%	-1.1%
CCn1c(O)c(N=NC(=O)c2cccc([N+](=O)[O-])c2)c2ccccc21	5%	-3.5%
Cc1c(NC(=O)C(C)Sc2nc3ccccc3c(=O)n2CCO)c(=O)n(-c2ccccc2)n1C (configuration not stated)	9%	-0.2%
O=C(O)c1ccc2c(c1)OCCO2	.	-1.2%
CS(=O)(=O)N(Cc1ccc(Cl)cc1)c1ccc(C(=O)NC2CCCC2)cc1	6%	2.8%
Cc1cc(C=C2C(=O)NC(=S)NC2=O)c(C)n1-c1ccc(Br)cc1	7%	-6.6%
COc1ccc(Nc2nc(N)nc(CN(C)C3CCCCC3)n2)cc1	.	-2.0%
COc1ccc(C(=O)NNC(=O)COc2ccc(C)cc2C)cc1	3%	-3.1%
CC(=O)NCc1nc2ccccc2n1C(C)C	-9%	1.0%

Entries shown so far that have an aryl methoxy group (8):
SMILES	MKP-3 inhibition	Hsp70 inhibitors
COc1ccccc1N1CCN(C(c2ccc(Cl)cc2)c2nnnn2C(C)(C)C)CC1 (configuration not stated)	-3%	-2.4%
COc1cc(C2C3C(=O)N(Cc4ccccc4)C(=O)C3ON2c2ccccc2)cc(OC)c1OC (configuration not stated)	-5%	-0.8%
COc1ccc(OC)c(N2C(=O)CC(Cc3cc(C)cc(C)c3)C2=O)c1 (configuration not stated)	0%	-1.2%&0.7%
COc1ccc(OC)c(/C=N/c2oc(-c3ccco3)c(-c3ccco3)c2C#N)c1	-2%	65%
COc1ccc(C(=O)OCCN2C(=O)c3ccccc3C2=O)cc1	-18%	-0.7%
C=CCN(C(=O)Nc1ccc(F)cc1)C1CC(=O)N(c2ccc(OC)cc2)C1=O (configuration not stated)	-14%	-1.1%
COc1ccc(Nc2nc(N)nc(CN(C)C3CCCCC3)n2)cc1	.	-2.0%
COc1ccc(C(=O)NNC(=O)COc2ccc(C)cc2C)cc1	3%	-3.1%

(next part)
SMILES	MKP-3 inhibition	Hsp70 inhibitors
CCN(CC)CC#CC(C)OCOCC#CCOC (configuration not stated)	2%	-0.3%
Cc1nc(N(C)C)ncc1C(=O)O	.	0.0%
Cc1ccc(N(Cc2cc3ccccc3[nH]c2=O)C(=O)c2ccco2)c(C)c1	-4%	6.7%
O=C(O)C1C2C=CC(O2)C1C(=O)NCCCn1ccnc1 (configuration not stated)	11%	-0.6%
CC1=Nc2ccccc2/C1=C\c1nc(-c2ccc(F)cc2)oc1O	.	13%
C/C(Cl)=C\Cn1c(=O)c2c(nc3n2CCS3)n(C)c1=O	-3%	6.3%
COc1ccc(OC)c(NC(=O)Nc2cccc(Cn3cccn3)c2)c1	-4%	1.2%
Cc1cc(C)c2c(N)c(C(=O)NCc3ccco3)sc2n1	.	7.8%
COc1nc2c(C)cccc2cc1-c1noc(-c2ccco2)n1	3%	-7.6%
CCCCc1nc2n[nH]c(N)c2c2c1CSC(C)(C)C2	.	4.8%
CSc1nsc(SCC(=O)N2CCc3ccccc32)n1	-1%	2.9%
Cc1ccc(O)c(/C=C2\Sc3ccccc3C2=O)c1	3%	-24%
O=C(Cn1cnc2c(nnn2Cc2ccccc2F)c1=O)NCc1ccco1	-1%	3.1%
COC(=O)c1ccccc1NC(=O)CN(c1ccccc1)S(=O)(=O)c1ccccc1[N+](=O)[O-]	-4%	5.3%
O=C(c1ccccc1)c1nnc(-c2ccccc2F)o1	-12%	7.3%
C/C(=C\C(=O)c1ccccc1)Nc1cccc(Cl)c1Cl	-1%	9.6%
Cc1noc(C)c1S(=O)(=O)Nc1ccc(C(=O)N2CCc3ccccc3C2)cc1	-4%	-1.7%
COC(=O)CSc1nc2ccc(C)cc2[nH]1	.	2.6%
Cc1ccc(N2C(=O)C3ON(c4ccccc4)C(c4ccc(F)cc4)C3C2=O)cc1 (configuration not stated)	0%	-4.4%
c1ccc(OCc2nnc3sc(-c4cccs4)nn23)cc1	-12%	-0.3%
Cc1cc(C)nc(NC(=O)CSc2nnnn2-c2ccccc2)n1	-5%	.
COc1ccc(C(OC(=O)c2c(C)noc2C)C(=O)NC2CCCC2)cc1 (configuration not stated)	-8%	1.6%
COc1cc(C2CC(=O)NC(SCC(=O)Nc3ccccc3C)=C2C#N)ccc1O (configuration not stated)	-6%	-0.2%
CCn1c(SCC(=O)Nc2ccc(NC(=O)c3ccco3)c(OC)c2)nc2ccccc2c1=O	4%	-4.6%
O=C(Nc1cccc(NC(=O)c2cccs2)c1)c1ccco1	-16%	0.6%
COC(=O)c1sccc1NC(=O)C12CC3CC(CC(C3)C1)C2	.	-5.2%
C=CCc1cccc(/C=N/NS(C)(=O)=O)c1O	-1%	-1.1%
Cc1ccc(NC(=S)NCCOc2ccccc2Cc2ccccc2)c(C)c1	4%	-2.8%
COc1ccc(CSc2nnc3c(n2)[nH]c2ccccc23)cc1	7%	-5.2%
FC(F)(F)c1cc(-c2ccco2)nc(NCc2ccccc2)n1	-2%	-3.6%
COc1cccc(/C=N/Nc2snc(SC)c2C#N)c1	.	-2.3%
O=c1c2c(nc3cc(-c4cccc(Cl)c4)[nH]n13)CCS2	-3%	3.5%
Cc1cc(/C=N/NC(N)=O)c(C)n1-c1cccc(Cl)c1	2%	-0.4%
COc1ccccc1NS(=O)(=O)c1cc([N+](=O)[O-])ccc1Cl	-1%	-0.8%
O=C(CCCN1C(=O)c2ccccc2C1=O)NCc1cccnc1	3%	-1.3%
O=C(CN1C(=O)c2cccc3cccc1c23)Nc1ccc(S(=O)(=O)N2CCOCC2)cc1	.	3.6%
CC1(C)CC(=O)C(C#N)=C(NCCCO)C1	-5%	-3.0%
NC(=O)NC(=O)Nc1ccccc1Cl	3%	-0.6%
O=C(Nc1ccc(Cl)cc1Cl)c1ccc(I)cc1	0%	-4.4%
COc1cc(NC(=O)c2cccc(OCc3ccccc3)c2)ccc1NC(=O)c1ccco1	3%	-0.8%
N#Cc1nc(-c2cccs2)oc1NCC1CCCO1 (configuration not stated)	-1%	-3.4%
O=[N+]([O-])c1ccc(CSc2nnc(-c3ccncc3)n2-c2ccccc2)cc1	5%	2.2%
Cc1ccc(N=Cc2ccc(C#N)cc2)cc1I	-3%	-0.4%
O=C(COc1ccc2c(c1)C(=O)CC1(CCCCC1)O2)NCc1ccccc1	.	2.7%
Cc1cccc(C(=O)NCCN2CCCC2)c1	.	-1.9%
O=C(O)C1CC=CCC1C(=O)NCCc1ccccc1 (configuration not stated)	-10%	.
CCOC(=O)CSc1nnc(-c2ccco2)n1C	-2%	-0.5%
O=C(c1ccco1)N1CCN(C2CC(=O)N(c3ccc4c(c3)OCO4)C2=O)CC1 (configuration not stated)	2%	0.0%
O=C(C1CC1)N1CCc2[nH]c3ccccc3c2C1	.	2.5%
O=C(Nc1nccs1)c1ccc2nccnc2c1	-10%	16%
Cc1ccc2c(nc3s/c(=C\c4ccc(Cl)cc4Cl)c(=O)n32)c1C	1%	-8.3%
O=c1[nH]n2c(=O)c3c([nH]c2c1N=Nc1cccc(Cl)c1)CCCC3	.	11%
CCOc1cccc(C2C(C(=O)OC)=C(C)N(C)C(C)=C2C(=O)OC)c1	2%	-5.6%
COC(=O)/C=C1\NCCSC1=O	0%	-3.3%
O=[N+]([O-])c1ccccc1C=Nc1cc2c(cc1Br)OCCO2	0%	-0.2%
CC(C(=O)Nc1ccccc1Br)N1C(=O)c2ccccc2C1=O (configuration not stated)	1%	-0.7%
O=C(Nc1nc2c(s1)CCCC2)Oc1ccccc1	-4%	1.7%
CCC(=O)Oc1ccc2c(C)c(CC)c(=O)oc2c1I	2%	0.4%
CC(=O)c1ccc(N2C(=O)c3ccccc3C2=O)cc1	-1%	3.2%
c1ccc(-c2ccc(-c3nc(-c4ccccc4)no3)cc2)cc1	0%	-0.7%
Continuation.
SMILES	MKP-3 inhibition	Hsp70 inhibitors
CCc1cc2c(=O)c(-c3cscn3)coc2cc1O	-9%	-0.2%
Cn1ccnc1SCc1cn2cc(Br)ccc2n1	-5%	-0.8%
CC1CCCC(C)N1C(=O)COC(=O)c1ccc2c(c1)OCO2 (configuration not stated)	1%	-0.1%
COc1ccc(C(=O)Nc2ccc(C(C)C)cc2)cc1[N+](=O)[O-]	-1%	-5.2%
N#Cc1c(N)nc2c(c1-c1ccncc1)CCCCC2	-2%	5.1%
COc1ccc(N2C(=O)c3ccccc3NC23CCCCC3)cc1	-12%	-1.7%
CC1Oc2ccccc2N(CC(=O)NCc2cccs2)C1=O (configuration not stated)	-16%	1.3%
COc1ccc(C(=O)Nc2nnc(Cc3ccc(OC)c(OC)c3)s2)cc1	0%	-0.1%
COC(=O)c1ccc(C(=O)OC)c(NC(=O)COc2ccc(C)cc2C)c1	2%	-2.2%
O=C(O)c1cccnc1SC1CC(=O)N(c2ccc([N+](=O)[O-])cc2)C1=O (configuration not stated)	5%	-3.0%
NNS(=O)(=O)c1ccc(Cc2ncc(C(F)(F)F)cc2Cl)s1	.	5.5%
